# High-throughput results: PubChem, National Center for Advancing Translational Sciences (NCATS)
# ALOX12 inh: Primary qHTS assay for inhibitors of human arachidonate 12S-lipoxygenase (ALOX12): Round 2 | AID 1671190, 2021 | 580,000 compounds, 1.1% hits | purified 12hLO, xylenol orange hydroperoxide absorbance | Potency, µM (highest dose often 108 µM), for the others: top-dose activity change, negative = inhibition, hits mostly inhibitors | Polyunsaturated fatty acid lipoxygenase ALOX12 (Homo sapiens), P18054; active = well fitted inhibition curve with a large enough effect; inconclusive = small, poorly fitted or top-dose-only effect, or another doubt; inactive = no such curve, though single readings can be large or run the other way
# Target sequence (P18054 whole entry, looked up): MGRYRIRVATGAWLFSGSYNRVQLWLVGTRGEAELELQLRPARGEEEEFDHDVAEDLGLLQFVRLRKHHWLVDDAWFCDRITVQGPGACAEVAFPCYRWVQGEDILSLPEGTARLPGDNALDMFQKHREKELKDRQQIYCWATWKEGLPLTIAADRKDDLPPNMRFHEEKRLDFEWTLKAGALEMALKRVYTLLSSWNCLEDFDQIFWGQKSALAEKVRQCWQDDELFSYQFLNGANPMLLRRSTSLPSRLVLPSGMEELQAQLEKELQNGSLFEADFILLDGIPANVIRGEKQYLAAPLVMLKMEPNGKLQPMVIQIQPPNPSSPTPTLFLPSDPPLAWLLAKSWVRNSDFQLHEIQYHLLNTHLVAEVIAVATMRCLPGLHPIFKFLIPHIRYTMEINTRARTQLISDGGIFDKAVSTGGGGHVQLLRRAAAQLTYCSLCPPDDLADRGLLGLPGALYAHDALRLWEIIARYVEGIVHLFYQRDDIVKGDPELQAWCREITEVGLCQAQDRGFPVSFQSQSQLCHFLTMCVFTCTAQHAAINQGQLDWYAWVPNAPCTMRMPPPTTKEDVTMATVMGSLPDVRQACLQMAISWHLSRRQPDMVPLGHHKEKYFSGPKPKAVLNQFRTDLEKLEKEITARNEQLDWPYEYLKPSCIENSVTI
#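 Hydroperoxide product was detected by ferrous iron/xylenol orange as the 573 to 405 nm absorbance ratio. Arachidonic acid at 40 uM (final) was turned over for 30 min at room temperature by 150 nM human 12hLO, pH 7.0 Hepes buffer, after 15 min compound preincubation.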
# Active calls of the source: *; ? = inconclusive; [ ] = remark or other dose. % is scaled to controls: 0 for no effect and ±100 for the full control effect; potency is read from the fitted curve at half-maximal effect.
ALOX12 inh | smiles
-4% | COc1cccc(CNc2ncnc3sc(C(=O)N4CC5CCC4C5)c(C)c23)c1OC (stereo not drawn)
? | O=C(O)Cc1ccc(N2C(=O)C(=O)/C(=C(/O)c3ccc(F)cc3)C2c2ccccc2Cl)cc1 (stereo not drawn)
15% | COc1cc2c(cc1OC)CN(C(=O)CCc1ncc(-c3c(F)cccc3F)o1)CC2
8% | CCCn1nccc1C(=O)NCc1cccnc1-n1cnc2ccccc21
-13% | Cc1cc(C(=O)O)ccc1-c1ccc(/C=N/O)o1
83%[activator] | O=C1c2c(nc(CNCc3cccnc3)n2Cc2ccccc2)NCCN1Cc1cccc(Cl)c1
-15% | COCCn1c(=O)c2c(n1Cc1ccccc1)CN(C(=O)c1cc3ccccc3n1C)CC2
44%[activator] | COCc1nc(C2CCN(C(=O)c3ccoc3)C2)no1 (stereo not drawn)

# Following part:
ALOX12 inh | smiles
14%[176 µM] | O=C(c1cccnc1)N1CC[C@H](c2nnc(Cc3ccccc3)o2)C1
-7% | O=C(CN1CC2CC(C1)[C@H]1CCCC(=O)N1C2)N1CCOCC1 (stereo partly drawn)
63%[activator][176 µM] | CC(C)Cn1c(CNC(=O)OC(C)(C)C)nc2cccnc21
30% | NC(=O)c1cc[nH]c1C1CCCN(C(=O)c2ccc3ccccc3n2)C1 (stereo not drawn)
-3% | CCc1ccc(-c2nnn(CC(=O)N3CCCC3c3ccc4c(c3)OCCO4)n2)cc1 (stereo not drawn)
3% | Cc1cccc2c(C(=O)O)cc(-c3ccc(OC(C)C)cc3)nc12
-3% | Cc1ccc(OCCC(=O)Nc2c(C)nn(C)c2C)cc1C
? | O=C(c1cc(-c2cnccc2Cl)c2cccn2n1)N1CCCC1

# (next part)
ALOX12 inh | smiles
64%[activator] | CCCCCC(=O)N1CCC(O)(c2csc(CN3CCN(c4ccccn4)CC3)n2)CC1
1% | COC(=O)Nc1ccc(C(=O)OC(C)C)cc1
6% | CC1(C)CC(=O)C2=C(C1)OC(N)=C(C#N)C2c1ccncc1 (stereo not drawn)
1% | Cc1oc(-c2ccccc2NC(=O)c2ccccc2)nc1CNC(=O)c1c(-c2ccccc2)noc1C
2% | Cc1sc(NC(=O)c2ccc(C(C)C)cc2)c(C#N)c1C
-27% | CCNC(=O)NC(=O)COc1ccc2ccc(=O)oc2c1
-6% | COc1ccc(C(=O)N2CCCC(n3cc(-c4nc(C(C)C)no4)nn3)C2)cn1 (stereo not drawn)
10% | CCc1ccccc1NC(=O)CSc1nc2c(cc1C#N)CCCC2

# Remaining list, next part
ALOX12 inh | smiles
? | CC(C)(C)CC(=O)N1CCCC(C(=O)Nc2cccc(-c3ccc(F)cc3)c2)C1 (stereo not drawn)
73%[activator][176 µM] | COCC(=O)N1CCN2C(=O)N(C(C)C)C(=O)[C@H]2C1
-25%[176 µM] | Cc1cc(NC(=O)C(C)(C)Oc2nn(CCOc3ccccc3)c3ccccc23)n(C)n1
? | O=C(c1cccs1)N(Cc1ccco1)C1CC1
23% | CCC1(O)CCC12CCN(C(=O)CC(C)C)CC2 (stereo not drawn)
14% | CCCNc1c(NC(=O)NCCCOCC)c(=O)oc2ccccc12
11%[176 µM] | COc1ccc(-c2n[nH]c3c2CC(=O)N(CC2CCOCC2)C3)cc1F
0% | COC(=O)c1cn(CC(=O)NC2CC2)c2ccccc12

# Nothing new here: 2 of the compounds above.
ALOX12 inh | smiles
11%[176 µM] | COc1ccc(-c2n[nH]c3c2CC(=O)N(CC2CCOCC2)C3)cc1F
0% | COC(=O)c1cn(CC(=O)NC2CC2)c2ccccc12

# (more compounds)
ALOX12 inh | smiles
3% | CN(C)C(=O)C1CN(C(=O)c2ccc(Cl)s2)CC12CCOCC2 (stereo not drawn)
65%[activator] | COc1ccc(C(=O)NC(C(=O)NCC(C)C)C2CCN(C(=O)C3CCCC3)CC2)cc1 (stereo not drawn)
? | Fc1ccc(COc2ccc3ccccc3c2CNCc2cccnc2)cc1
? | COc1cccc(C(=O)Oc2ccc(-c3ccc(C)cc3)cc2)c1
17% | COc1cc2c(cc1OC)C(C[C@H]1CN(C(=O)c3ccc4c(c3)OCO4)CC[C@H]1CC(=O)O)=NCC2
-1% | O=C(c1ccco1)N1CCN(C(=O)c2nnn3c2COC(c2ccc(Cl)cc2)C3)CC1 (stereo not drawn)
? | COc1ccccc1CNC(=O)c1nc(-c2ccccc2)oc1C
82%[activator] | CCCS(=O)(=O)N1CCC2(CC1)CC(N1CCN(C(C)=O)CC1)CCO2 (stereo not drawn)

# Next records follow.
ALOX12 inh | smiles
33%[activator] | CCCN1C(=O)CCc2cc(NC(=O)CCOC)ccc21
7% | O=C(Cc1ccc(F)cc1)N1CCC[C@H]1c1nc(-c2ccccc2)no1
13% | CCc1nc2c(c(-c3ccc(O)cc3)n1)CCN(C(=O)c1ccc(OC)cc1)CC2
95%[activator] | O=C(Nc1ccccc1Oc1cccnc1)C1CCCN1C(=O)CC1CCCC1 (stereo not drawn)
0% | COc1ccc(CC(=O)N(C)C2CCc3nnc(C)n3CC2)cc1Cl (stereo not drawn)
23% | CCNC(=O)[C@@H]1C[C@H](NC(=O)CSc2ccccc2)CN1C1CCCC1
20% | O=C(c1ccccc1F)N1CCc2nc(C3CC3)nc(-c3ccc(Cl)cc3)c2CC1
65%[activator][176 µM] | O=C(Nc1ccccc1)N[C@H]1[C@H](O)[C@@H](N2CCCCC2)[C@@H]2OC[C@H]1O2

# The listing continues:
ALOX12 inh | smiles
-27% | O=C(OCc1ccccc1)c1nc2ccccc2nc1N1CCN(c2ccccc2)CC1
-5% | COc1ccc(OCC(=O)Nc2ccc3oc(-c4ccc(OC)cc4)nc3c2)cc1
9% | CNC(=O)C1CCN(C(=O)c2cc(COc3ccccc3OC)[nH]n2)C1 (stereo not drawn)
-19% | CCOc1cccc2cc(C(=O)/C=C/c3ccc(C)cc3)c(=O)oc12
-10% | COc1cccc(CNC(=O)[C@H]2CCCN2C(=O)[C@H]2CCCN2C(=O)c2cc(F)cc(F)c2)c1
7% | Cc1cccc(C(=O)Nc2ccc(CCC(=O)N(C)C)cc2)c1
? | Cc1ccccc1C(=O)N1CCN(c2oc(-c3ccco3)nc2C#N)CC1
-5% | Cn1cc(C(=O)N2CCN(S(=O)(=O)c3ccc(F)cc3F)CC2)c2ccccc21

# Other compounds
ALOX12 inh | smiles
25% | CNC(=O)N1CCC(C2CCN(C(=O)c3ocnc3C)C2)CC1 (stereo not drawn)
-21% | CN1CCN(c2cc(-c3ccc(N(C)C)cc3)ncn2)CC1
34%[activator] | Cc1cnc(CC2CCN(C(=O)C3CCC3)C2)n1C(C)C (stereo not drawn)
-3% | Cc1ccc(F)cc1NC(=O)CCc1c[nH]c2ccccc12
17% | COc1ccc(F)c(-c2nc(CN(C)CC3(CO)CC3)c(C)o2)c1
8% | CC(C)=CC(=O)Nc1ccccc1SC1CCCC1
37%[activator] | COCc1nncn1C1CCN(C(=O)C2(c3ccccc3)CC2)CC1
62% | O=C(c1cc[n+]([O-])cc1)N1CCC2(CCCN(CCC3CCCCC3)C2)C1 (stereo not drawn)

# 5 of these compounds, set out differently.
compound,ALOX12 inh
CNC(=O)N1CCC(C2CCN(C(=O)c3ocnc3C)C2)CC1 (stereo not drawn),25%
CN1CCN(c2cc(-c3ccc(N(C)C)cc3)ncn2)CC1,-21%
Cc1cnc(CC2CCN(C(=O)C3CCC3)C2)n1C(C)C (stereo not drawn),34%[activator]
Cc1ccc(F)cc1NC(=O)CCc1c[nH]c2ccccc12,-3%
COc1ccc(F)c(-c2nc(CN(C)CC3(CO)CC3)c(C)o2)c1,17%

# Later entries.
ALOX12 inh | smiles
-4% | CN(C)c1cc(CNC(=O)c2nccnc2N)ccn1
-25% | CN(CCNC(=O)c1nccnc1N)c1ccccc1
53% | CN(Cc1nc2ccccc2c(=O)[nH]1)C(=O)Cc1csc(-c2ccccc2Cl)n1
34% | Cc1ncoc1C(=O)N1CCCCCC1c1nnc(-c2ccccc2)o1 (stereo not drawn)
0%[176 µM] | CNC(=O)C1(N2CCC[C@H]2C(=O)N2CCCCCC2)COC1
-12% | Cc1ccc(-c2cc(C(=O)NCc3ccccn3)c3ccccc3n2)s1
36% | CCn1ncc(N2CCC(NC(=O)C(C)(C)C)CC2)cc1=O
26% | CCCCn1c(Cn2ccnc2C)nc2cc(NC(=O)c3ccccc3C)ccc21

# Next section
ALOX12 inh | smiles
6% | O=C(COc1ncnc2c(Cl)cc(Cl)cc12)Nc1ccc(F)cc1
? | Cc1cn2nnc(C(=O)NCCC3=CCCCC3)c2c(=O)[nH]1
3%[6.33 µM] | CC(C)C(=O)N1Cc2ccccc2CC2(CCCN2Cc2ccncc2)C1 (stereo not drawn)
106%[activator][176 µM] | CN(Cc1ccccn1)Cc1cccn1C
15% | O=C(Cn1c(=O)[nH]c2ccccc2c1=O)N1CCCCCC1
-1%[176 µM] | COCCNC(=O)C[C@@H]1C[C@H]2O[C@H](CNCc3ccccc3OC)[C@@H](O)[C@H]2O1
-1% | COc1cc(N2C[C@@]3(O)CC[C@@H](O)[C@@H](OC)[C@@H]3[C@@](C)(O)[C@@H]2CC=C(C)C)cc(OC)c1OC
33% | COc1ccc(C(=O)N2CCCCCCNC(=O)[C@@H]3C[C@@H](c4nc(-c5cccnc5)no4)C[C@@H]32)cn1

# (list continues)
ALOX12 inh | smiles
4% | CC(O)CCNS(=O)(=O)c1ccc2c(c1)CN(C(=O)CN1CCOC1=O)CC2 (stereo not drawn)
-6% | CCCCCOc1ccc2c(C)c(CCC(C)C)c(=O)oc2c1
-3% | Cc1cc(C)c(C(=O)COC(=O)/C=C/c2cccs2)cc1C
14% | CCOC1=CC(=O)N(CCN)C1
? | CC(C(=O)c1ccc(Cl)cc1)C1(O)C(=O)Nc2ccccc21 (stereo not drawn)
? | COc1cccc(N2C(=O)CN(C3CCCCC3)[C@H]3CS(=O)(=O)C[C@H]32)c1
-2%[6.33 µM] | O=[S+]1([O-])NCC2(CCCN(Cc3cnccn3)C2)Oc2ncccc21 (stereo not drawn)
15% | CC(C)c1noc(C2CCCN(Cc3cn(C(C)C)c4ccccc34)CCC(=O)NCC2)n1 (stereo not drawn)

# The list continues.
ALOX12 inh | smiles
24% | COc1cccc(-c2nc(CSc3nc(C)cc(=O)[nH]3)c(C)o2)c1OC
-29% | Cc1ccccc1C(CC(=O)Nc1ccc(-c2ccno2)cc1)n1cccc1 (stereo not drawn)
30% | NC(=O)[C@@H](Cc1c[nH]c2ccccc12)NC(=O)[C@H]1CN(C(=O)C2CCNCC2)CCN1C(=O)N1CCOCC1
-2% | Cc1ccsc1CNC(=O)c1nccnc1N
19% | COc1ccc(CN2CC3(CCN(C(=O)Nc4ccccc4)CC3)C2=O)cc1
7% | O=C(Nc1cccc(Cl)c1)c1n[nH]c(=O)c2ccccc12
-2% | CC(C#N)OC(=O)c1sccc1-c1ccccc1 (stereo not drawn)
29% | CN1CC2(CCN(Cc3cn[nH]c3-c3cccs3)CC2)CC1C(=O)N1CCOCC1 (stereo not drawn)

# Following part.
ALOX12 inh | smiles
34%[activator] | C=CCNC(=O)c1ccccc1NC(=O)c1ccccn1
13% | O=C(NC1CCCC1)N1CCc2nc(-c3ccc(Cl)cc3)nc(-c3ccccc3)c2C1
? | CC(=O)Nc1nc2c(C)cc(NS(=O)(=O)Cc3ccccc3)cc2s1
-21% | COCCNc1ncccc1-c1noc([C@@H]2CCCN2Cc2cc(OC)c(OC)c(OC)c2)n1
26% | O=C(NC1CCCC1)c1ccc(N2CC3CC(C2)[C@H]2CCCC(=O)N2C3)nc1 (stereo partly drawn)
? | CN1CC(=O)N(C2CCCNCC2)Cc2c(NCC3CCCCC3)ncnc21 (stereo not drawn)
-4% | COc1ccc(C(=O)NCC(=O)N2CCCCCNC(=O)CC2c2ccccc2)c(OC)c1 (stereo not drawn)
12% | CCN1Cc2nnn(CC3CCCCC3)c2-c2ccccc2S1(=O)=O

# Individual results from the entries so far:
# Under ALOX12 inh, COCCNc1ncccc1-c1noc([C@@H]2CCCN2Cc2cc(OC)c(OC)c(OC)c2)n1 shows -21%
# Under ALOX12 inh, CCN1Cc2nnn(CC3CCCCC3)c2-c2ccccc2S1(=O)=O shows 12%
# Under ALOX12 inh, O=C(NC1CCCC1)c1ccc(N2CC3CC(C2)[C@H]2CCCC(=O)N2C3)nc1 (stereo partly drawn) shows 26%

# The listing continues:
ALOX12 inh | smiles
6% | CC(C#N)Sc1ncc(-c2ccccc2)[nH]1 (stereo not drawn)
41% | CN1CCN(CCCNC(=O)CN2CC3CC(C2)[C@H]2CCCC(=O)N2C3)CC1 (stereo partly drawn)
25% | COc1ccc(NC(=O)Cn2nc3n(c2=O)CCCCC3)cc1
-3% | Cc1ccc(NC(=O)CC2CCCN(c3cn[nH]c(=O)c3)C2)c(C)c1 (stereo not drawn)
9% | C=C(C)COc1ccc2c(C)c(CC(=O)Nc3ccc4c(c3)OCO4)c(=O)oc2c1
3%[6.33 µM] | O=C(c1ccc2c(c1)OCO2)N1CCn2c(nnc2-c2ccc(Cl)cc2)C1
50µM* | COc1ccc(C(C)NC(=O)Cn2c(C)cc3nc4n(c(=O)c32)CCCC4)cc1 (stereo not drawn)
-1% | CCCCCc1ccc(C(=O)CC)cc1

# More results.
ALOX12 inh | smiles
-6%[176 µM] | CCc1cn(C[C@@H](C(=O)O)N(C)C)c(=O)[nH]c1=O
73%[activator] | Cc1oc(-c2cccs2)nc1CN1CCOC(Cc2ccccc2)C1 (stereo not drawn)
-14% | COc1cccc(C(=O)Nc2nonc2-c2ccc(OC(C)C)cc2)c1
25% | Cc1ccc(C2(O)CCN(C(=O)c3cnn4cc(CCO)cnc34)CC2)nc1
17%[176 µM] | Cc1ccc(C(=O)N2CCCC3(COc4ccccc4C(=O)N3)C2)cc1 (stereo not drawn)
14%[176 µM] | Cc1ccccc1-c1cc(-c2ccc(=O)[nH]c2)c2cncn2c1
13% | C[C@]1(NC(=O)Cc2ccccc2)OC[C@@H]2CC[C@H](C(=O)Nc3ccc(OC(F)(F)F)cc3)N2C1=O

# These rows are one share of the data. The share of hits here may be higher or lower than overall.
